Compound activity: PubChem BioAssay, National Center for Advancing Translational Sciences (NCATS)
TrxR1 substrate = qHTS Assay for Substrates of Mammalian Selenoprotein Thioredoxin Reductase 1 (TrxR1): qHTS; Potency, µM (doses to about 114 µM), for inactives: top-dose activity change, negative = substrate turnover; Thioredoxin reductase 1, cytoplasmic (Rattus norvegicus), O89049; actives 0.01% (n = 390,000); purified TrxR1 substrate turnover, NADPH consumption readout; note: potency is the fitted concentration of half-maximal effect; % is set by controls: 0 for no effect and ±100 for the full control effect; nearly all actives have a fitted effect of over 50% in size
Target sequence (O89049 whole entry, looked up): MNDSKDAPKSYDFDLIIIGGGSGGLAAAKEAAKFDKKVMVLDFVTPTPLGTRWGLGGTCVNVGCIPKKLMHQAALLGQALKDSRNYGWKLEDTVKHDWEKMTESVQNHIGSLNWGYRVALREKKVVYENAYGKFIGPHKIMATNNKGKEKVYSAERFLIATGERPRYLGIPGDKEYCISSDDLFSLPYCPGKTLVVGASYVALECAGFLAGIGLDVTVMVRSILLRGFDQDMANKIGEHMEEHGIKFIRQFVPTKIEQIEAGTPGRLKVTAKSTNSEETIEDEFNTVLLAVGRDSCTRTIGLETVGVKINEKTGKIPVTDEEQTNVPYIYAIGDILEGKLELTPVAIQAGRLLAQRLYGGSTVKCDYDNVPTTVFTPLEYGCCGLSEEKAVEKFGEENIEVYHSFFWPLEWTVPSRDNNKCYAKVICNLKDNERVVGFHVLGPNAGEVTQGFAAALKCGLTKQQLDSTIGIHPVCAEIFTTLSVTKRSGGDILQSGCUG
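Rat TrxR1, dispensed at 90 nM, was prereduced with 400 uM NADPH (final) for 5 min at ~22 deg C, then incubated with compound 15 min before 400 uM selenite. A first-read NADPH fluorescence drop versus no-compound background flagged substrates.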
USP1 inh = Inhibitors of USP1/UAF1: Primary Screen | Ubiquitin carboxyl-terminal hydrolase 1 (Homo sapiens), O94782 | actives 0.23% (n = 390,000) | recombinant USP1/UAF1, Ub-Rhodamine cleavage fluorescence | Potency, µM (titrated, usually from 57.1 µM), inactives show at the highest dose activity change, negative = inhibition, most hits filed as inhibitors | AID 743255, 2014; note: potency is the fitted concentration of half-maximal effect; % is set by controls: 0 for no effect and ±100 for the full control effect; nearly all actives have a fitted effect of over 60% in size; inactives centre near -12
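Step one: compound is pinned into 1nM USP1/UAF1 in HEPES pH 7.8 buffer with TCEP. Step two: 15 min room-temperature incubation. Step three: Ub-Rho (150nM final) starts cleavage, tracked by fluorescence over six one-minute reads.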
D2 antagonist = HTS Assay for Allosteric Antagonists of the Human D2 Dopamine Receptor: Primary Screen for Antagonists; inhibition, % at 10 µM; AID 485344, 2010; HEK293 TREx D2 cells, calcium flux, dopamine EC80; actives 2% (n = 340,000); in the data active = inhibition above about 30%; note: 0% is about no effect
Target sequence (P14416 whole entry, looked up): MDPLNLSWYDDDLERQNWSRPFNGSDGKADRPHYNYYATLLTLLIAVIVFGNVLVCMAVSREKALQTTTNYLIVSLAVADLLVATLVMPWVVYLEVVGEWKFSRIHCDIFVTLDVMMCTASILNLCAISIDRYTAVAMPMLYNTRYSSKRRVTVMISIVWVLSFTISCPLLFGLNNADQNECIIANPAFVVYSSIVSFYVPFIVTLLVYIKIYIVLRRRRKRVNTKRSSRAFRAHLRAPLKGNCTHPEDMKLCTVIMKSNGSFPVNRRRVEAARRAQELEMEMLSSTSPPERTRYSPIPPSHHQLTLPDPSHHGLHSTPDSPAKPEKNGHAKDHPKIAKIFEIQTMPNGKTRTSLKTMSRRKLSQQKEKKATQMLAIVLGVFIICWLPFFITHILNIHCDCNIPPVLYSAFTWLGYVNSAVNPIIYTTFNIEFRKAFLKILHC
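Measurement of antagonist activity uses fluorescent calcium dye in inducible HEK293 T-REx D2 cells: 10 s baseline, compound addition with 180 s read, EC80 dopamine addition with a further 180 s read.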
TrxR1 inh = qHTS Assay for Inhibitors of Mammalian Selenoprotein Thioredoxin Reductase 1 (TrxR1): qHTS; Thioredoxin reductase 1, cytoplasmic (Rattus norvegicus), O89049; recombinant rTrxR1, NADPH fluorescence consumption, selenite substrate; Potency, µM (top dose mostly 114 µM), inactives show top-dose activity change, negative = inhibition, actives largely listed as inhibitors; actives 1% (n = 390,000); AID 588453, 2011; note: potency is the fitted concentration of half-maximal effect; % is set by controls: 0 for no effect and ±100 for the full control effect; nearly all actives have a fitted effect of over 65% in size
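Rat TrxR1 (90 nM in the dispensed reagent) was pre-reduced with 400 uM NADPH for 5 min at room temperature, then incubated with compound for 15 min. After 400 uM selenite was added, NADPH fluorescence (Ex 340/Em 450 nm) was followed for 8 min.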
mIDH1 inhibitor = qHTS for Inhibitors of mutant isocitrate dehydrogenase 1 (IDH1): qHTS | Isocitrate dehydrogenase [NADP] cytoplasmic (Homo sapiens), O75874 | IDH1-R132H enzyme, NADPH consumption, diaphorase/resazurin fluorescence | Potency, µM (top dose mostly 76.6 µM), for inactives: at the top dose activity change, negative = inhibition, usual class: inhibitors | actives 0.093% (n = 390,000) | AID 602179, 2012; note: potency is the fitted concentration of half-maximal effect; % is set by controls: 0 for no effect and ±100 for the full control effect; nearly all actives have a fitted effect of over 65% in size
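IDH1-R132H (0.5 ug/mL dispensed) in pH 7.5 Tris buffer was preincubated 30 min with compound, then given a substrate mix of 0.016 mM NADPH and 2 mM alpha-KG for 80 min at room temperature; remaining NADPH was read by diaphorase/resazurin fluorescence.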
PI4K2A block = qHTS for small molecular inhibitors of PI4K2A. activity change, negative = inhibition, % at 76.9 µM. actives 0.13% (n = 420,000). purified PI4K2A, ADP-Glo luminescence, 1 h; stronger effect = lower value; in the data active = activity change below about -50%; inconclusive = mostly about -30% to -49%;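 note: -100% = wells without enzyme as full effect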
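Compounds are screened against recombinant PI4K2A using PI as substrate and ATP, the latter dispensed at 300 microM. Reactions run one hour at ambient temperature before ADP-Glo detection; full inhibition defined by wells lacking enzyme.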
TRHR enhancer = qHTS for Small Molecule Agonists and Allosteric Enhancers of Human TRH Receptor: Primary Screen for Enhancers | TRHR cells, fluo-8 calcium fluorescence, EC20 TRH enhancement | AID 493056, 2011 | enhancement, % at 2 µM | Thyrotropin-releasing hormone receptor (Homo sapiens), P34981 | actives 0.66% (n = 360,000); in the data active = enhancement above about 30%; note: 0% is about no effect
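TRHR-expressing cells loaded with fluo-8 calcium dye were read kinetically (ex 480/em 530) during compound addition, then stimulated with an EC20 of TRH (10 nM final). Enhancement of the Gq-mediated intracellular calcium response was scored.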
D2 ag = HTS Assay for Allosteric Agonists of the Human D2 Dopamine Receptor: Primary Screen for Agonists; D(2) dopamine receptor (Homo sapiens), P14416; HEK293 T-REx D2 cells, calcium flux agonist mode; activation, % at 2 µM; actives 0.53% (n = 340,000);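 active = activation over 3 SD above normal in the single-dose calcium agonist read, cut at about 30% in these data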; note: 0% is about no effect
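Tetracycline-induced HEK293 Trex cells with D2 receptor force-coupled to calcium signaling, plated overnight at 30 C and loaded with no-wash calcium dye. Calcium flux read kinetically for 180 s after compound addition; responses flag agonists.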
TRHR agonist = qHTS for Small Molecule Agonists and Allosteric Enhancers of Human TRH Receptor: Primary Screen for Agonists; actives 0.18% (n = 360,000); Thyrotropin-releasing hormone receptor (Homo sapiens), P34981; TRHR cells, calcium flux fluo-8, FDSS agonist mode; AID 493084, 2011; activation, % at 2 µM; in the data active = activation above about 30%; note: 0% is about no effect
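Steps: seed TRHR cells overnight; add fluo-8 no-wash Ca dye, RT 30 min–1.5 h; record 10 s baseline; pin-transfer compounds; monitor fluorescence 1 cycle/s for the agonist window. Calcium increases flag candidate agonists.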
Active calls of the source: *; ? = inconclusive; / = not tested or not shown; & = joins results of further samples; [ ] = remark or other dose. Unless noted, calls come from the whole dose curve; as a rule, active = well fitted inhibition curve with a large enough effect; inconclusive = small, poorly fitted or top-dose-only effect; inactive = no such curve, though single readings can be large or run the other way.

SMILES	TrxR1 substrate	USP1 inh	D2 antagonist	TrxR1 inh	mIDH1 inhibitor	PI4K2A block	TRHR enhancer	D2 ag	TRHR agonist
O=C1OCc2ccc(NC(=O)C3CCCCC3)cc21	8%	-16%	-11	5%	1%	4	14	-0.4	-0.3
Cc1ccc(C)c(N2CCN(c3nccn4nc(-c5ccc(Br)cc5)cc34)CC2)c1	1%	-15%	/	-2%	-9%	-6	-4	-0.3	-0.9
O=C(NNC(=O)C1C2C=CC(C2)C1C(=O)O)c1cc(Cl)ccc1O (configuration not stated)	150%[activator]	-14%	10	-12%	3%	4	-6	0.2	0.8
COc1cccc(N2C(=O)CC(N3CCC(c4nc5ccccc5[nH]4)CC3)C2=O)c1 (configuration not stated)	8%[57.1 µM]	-15%	-31	7%[57.1 µM]	1%	-2	14	0.4	-0.7
CCOC(=O)C1=C(C)NC(=O)NC1c1ccc(-c2ccc(Cl)cc2)o1 (configuration not stated)	10%	-25%	16	-6%[57.1 µM]	-10%	4	-1	-0.5	0.2
O=S1(=O)N=C(Oc2cccc3ccccc23)c2ccccc21	8%	-7%	/	12%	15%	0	23	/	0.4
O=C(Nc1ccc(C(F)(F)F)cc1)c1cc(S(=O)(=O)NCC2COc3ccccc3O2)ccc1F (configuration not stated)	-14%	-12%	8	-11%	-1%	1	-6	2.6	1.8
COc1ccc(NC(=O)CCNS(=O)(=O)c2cccc3nsnc23)c(OC)c1	0%	-8%	7	17%	2%	3	-14	0.3	-0.5
CCCCC1CCC(C(=O)OC(C)C(=O)Nc2ccc(NC(C)=O)cc2)CC1 (configuration not stated)	0%	-12%	-17	10%	-1%	-3	-9	0.0	0.3
CCOC(=O)CNc1ccc2c(c1)OCO2	7%[57.1 µM]	2%	40*	26%[57.1 µM]	4%	-3	-1	-0.6	0.7
CCCCCCCCNS(=O)(=O)CCNCc1ccco1	-1%	-29%	/	-6%	9%	1	/	/	/
O=C(Cn1ncc(N2CCCC2)c(Br)c1=O)c1ccc(Cl)cc1	8%[57.1 µM]	-14%	12	0%[57.1 µM]	10%	-26	-6	1.0	0.4
COCCNCCCOc1ccc(C)cc1Br	-2%	0%	3	-1%	-6%	1	4	0.6	0.1
CC1(C)CC(=O)C(C(=O)Cc2ccccc2[N+](=O)[O-])C(=O)C1	-12%	-6%	/	-10%	6%	0	-1	/	0.2
Cc1ccc(NC(=S)NN2CCN(C)CC2)cc1	-19%	-6%	13	-25%	4%	3	-3	-0.4	0.2
CC(C)(C)n1nc2c(c1NC(=O)Cc1ccc([N+](=O)[O-])cc1)CS(=O)(=O)C2	0%	1%	0	-3%	-1%	-5	-5	-0.2	0.7
NC(=O)CC(NC(=O)Cc1ccc(Br)cc1)c1ccc(NC2CC3CCC2C3)c([N+](=O)[O-])c1 (configuration not stated)	0%[57.1 µM]	-26%	-15	3%[57.1 µM]	-7%	1	4	-0.9	-0.6
COC(=O)c1ccc(CSc2nc3ccccc3c(=O)n2-c2ccc(OC)c(OC)c2)o1	7%	-1%	11	12%	11%	2	-2	0.3	1.3
CCn1ccc2cc(S(=O)(=O)N3CCC(C(=O)NCc4ccc(OC(C)C)cc4)CC3)ccc21	0%[57.1 µM]	-9%	/	26%[57.1 µM]	-8%	-2	0	0.6	0.0
CSc1nsc(SCC(=O)Nc2ccc(OC(C)=O)cc2)n1	2%	-11%	-2	0%	0%	-1	3	-0.9	0.8
Cc1c(C)n(Cc2ccc(F)cc2)c2ccc(C(=O)N3CCN(c4ccc(F)cc4)CC3)cc12	0%[57.1 µM]	-5%	/	15%[57.1 µM]	1%	3	1	/	0.2
Cc1cc(C)c(S(=O)(=O)NCc2ccc3c(c2)OCO3)c(C)c1	-4%[57.1 µM]	-19%	-14	-9%[57.1 µM]	2%	5	4	-1.4	-1.5
CC(=O)Nc1nc(-c2ccccc2)cc(-c2ccco2)c1C#N	36%[activator]	-17%	9	28%	3%	6	-4	0.2	-0.2
COc1ccc(OC)c(/C=C/C(=O)Nc2ccc(C(=O)OCCC(C)C)cc2)c1	324%[activator]	-31%	/	112%[activator]	/	0	-6	0.1	-2.5
O=C(/C=C/Nc1cccc(C(F)(F)F)c1)c1ccc(Oc2ncccn2)cc1	-10%	-7%	-6	-13%	7%	3	5	0.1	0.5
O=C(NCc1ccccc1Cl)c1cnn2cccnc12	14%	-22%	2	5%[57.1 µM]	-1%	0	14	1.2	-0.2
O=C1NC[C@H](Cc2ccccc2)N(C[C@H]2CCCN2C[C@H](Cc2ccccc2)N2C[C@H](Cc3ccccc3)N(CC3CCCCCC3)C(=O)C2=O)C1=O	-3%	-11%	/	5%	-24%	2	/	/	/
Cc1ccc(-c2nc(SCC(=O)c3c(N)n(C4CC4)c(=O)[nH]c3=O)n[nH]2)cc1	-5%	-5%	/	-6%	-1%	-2	/	/	/
O=C1OC(c2cccs2)=N/C1=C/c1ccc(-c2cccc(C(=O)O)c2)o1	-17%	-19%	-7	35µM*	5%	-7	1	2.6	0.1
CCOC(=O)C1(Cc2cccc(F)c2)CCN(C(=O)COC)CC1	2%	2%	2	26%	14%	4	2	-0.4	0.1

One compound at a time, as listed above.
`COc1ccc(OC)c(/C=C/C(=O)Nc2ccc(C(=O)OCCC(C)C)cc2)c1` is listed with TrxR1 substrate = 324%[activator]; USP1 inh = -31%; D2 antagonist = /; TrxR1 inh = 112%[activator]; mIDH1 inhibitor = /; PI4K2A block = 0; TRHR enhancer = -6; D2 ag = 0.1; TRHR agonist = -2.5
`Cc1ccc(-c2nc(SCC(=O)c3c(N)n(C4CC4)c(=O)[nH]c3=O)n[nH]2)cc1` is listed with TrxR1 substrate = -5%; USP1 inh = -5%; D2 antagonist = /; TrxR1 inh = -6%; mIDH1 inhibitor = -1%; PI4K2A block = -2; TRHR enhancer = /; D2 ag = /; TRHR agonist = /

Further structures follow:
SMILES	TrxR1 substrate	USP1 inh	D2 antagonist	TrxR1 inh	mIDH1 inhibitor	PI4K2A block	TRHR enhancer	D2 ag	TRHR agonist
COc1ccccc1N1CCN(S(=O)(=O)c2cccs2)CC1	0%	-2%	1	-16%	7%	-1	-4	-0.1	-0.7
O=C(CS(=O)(=O)Cc1ccccc1)NCCc1ccc(F)cc1	-5%	-12%	-9	-9%	-12%	-3	9	-1.6	0.0
Cc1ccc(C)c(-n2c(-c3ccncc3)n[nH]c2=S)c1	8%[57.1 µM]	0%	3	?	1%	-22	2	-0.1	-0.6
COc1ccc(C)cc1N(C(=O)c1ccco1)C(C(=O)NC1CCCC1)c1cc(OC)c(OC)c(OC)c1 (configuration not stated)	9%[0.457 µM]	?	16	3%	-4%	1	3	-0.3	-0.5
CCCCCn1nc(C(=O)N(CCOC)c2c(N)n(CCCC)c(=O)[nH]c2=O)c2ccccc2c1=O	0%	-17%	-2	17%	-1%	1	-6	-1.1	-0.2
Cc1ccc(NC(=O)CSc2ncccc2C(=O)Oc2ccccc2Cl)cc1Cl	0%[57.1 µM]	-7%	/	14%[57.1 µM]	4%	-1	5	0.6	0.6
COc1ccccc1-n1c(=O)c2c3c(sc2n2c(SC)nnc12)CCC3	0%	-20%	/	9%	2%	-2	/	/	/
O=[N+]([O-])c1ccc(N2CCN(c3cccc(Cl)c3)CC2)nc1	-14%	-15%	4	-21%	0%	-1	-3	0.9	0.8
Cc1ccc(CNC(=O)CSc2c(C(C)C)cnc3c2c(=O)n(C)c(=O)n3C)cc1	2%[57.1 µM]	-19%	/	13%[57.1 µM]	2%	1	1	0.5	-0.2
C#CCSc1ncc(-c2ccccc2)cn1	12%	-3%	-7	34%[57.1 µM]	0%	-9	5	0.0	-0.2
CC1CCN(C(=O)COC(=O)c2cc(=O)[nH]c3ccccc23)CC1	19%	-18%	0	37%	2%	3	-8	0.1	-1.1
CCOC(=O)c1ccc(NC(=O)c2nc[nH]c2C(=O)N[C@@H](CC(C)C)C(=O)OCc2ccccc2)cc1	7%	-13%	-3	44%[activator]	0%[38.3 µM]	-4	-15	1.4	0.3
CC(=O)C1=C(C)NC(C)=C(C(C)=O)C1c1cccs1	2%[57.1 µM]	-7%	-10	7%[57.1 µM]	2%	3	9	0.0	-1.1
Cc1cccn2c(=O)c(C(=O)N3CCN(c4ccccc4)CC3)cnc12	4%[57.1 µM]	-17%	/	11%[57.1 µM]	6%	1	-4	6.3	0.2
CC(C)(C)Cc1nnc(NC(=O)CCc2ccccc2)s1	-3%	-4%	5	14%	4%	4	-1	1.7	0.1
COc1ccccc1N1CCN(CC(C)N(C(=O)C2CCCCC2)c2ccccn2)CC1 (configuration not stated)	8%[57.1 µM]	-6%	82*	14%	1%	3	-9	40*	-1.0
c1ccc(-c2cc3n(c2)CCc2ccccc2-3)cc1	2%	-11%	33*	-9%	-3%	5	-4	0.7	0.0
Cc1c(O)ccc(/C=N/Nc2nc(-c3cccnc3)nc3ccccc23)c1O	6%&0%	-24%	10	28%&-2%	0%	-2	5	0.2	-1.2
O=C(O)CCN(CCC(=O)O)c1ccccc1	0%	-19%	-11	-14%	1%	0	5	1.3	0.5
